STK33 inh = inhibitors of purified STK33 kinase, primary screen, biochemical, ADP-Glo luminescence, homogeneous, cell-free. inhibition, % at 10 µM. Serine/threonine-protein kinase 33 (Homo sapiens), Q9BYT3. MBP phosphorylation. actives 0.073% (n = 320,000);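 active means inhibition at or above 25%, using the most active replicate where run in duplicate; inactive means inhibition below 25%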
Target sequence (Q9BYT3 whole entry, looked up): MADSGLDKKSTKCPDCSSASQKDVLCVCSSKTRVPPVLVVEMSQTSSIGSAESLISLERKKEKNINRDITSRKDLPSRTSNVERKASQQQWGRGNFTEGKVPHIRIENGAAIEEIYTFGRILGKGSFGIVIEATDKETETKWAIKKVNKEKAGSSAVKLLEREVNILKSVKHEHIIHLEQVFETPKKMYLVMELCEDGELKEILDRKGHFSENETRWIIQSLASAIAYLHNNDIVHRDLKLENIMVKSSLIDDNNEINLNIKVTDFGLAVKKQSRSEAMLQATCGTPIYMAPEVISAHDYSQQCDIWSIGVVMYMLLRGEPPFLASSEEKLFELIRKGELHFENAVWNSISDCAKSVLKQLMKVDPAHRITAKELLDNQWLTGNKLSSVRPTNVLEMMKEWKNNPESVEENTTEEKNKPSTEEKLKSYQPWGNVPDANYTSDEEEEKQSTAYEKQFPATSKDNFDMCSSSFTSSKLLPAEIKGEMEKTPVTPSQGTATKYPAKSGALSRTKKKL
CHT inh = inhibitors of human choline transporter CHT. High affinity choline transporter 1 (Homo sapiens), Q9GZV3. CHT-expressing cells, membrane potential dye, choline response; stronger effect = lower value. B-score at 10 µM. actives 0.86% (n = 310,000);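 active means B-score over 3 SD under the library average, and starting fluorescence ratio not unusually high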;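 further: choline stimulus applied at its EC90 after an EC20 pre-addition; B-score computed on integrated fluorescence ratio after choline addition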
Target sequence (Q9GZV3 whole entry, looked up): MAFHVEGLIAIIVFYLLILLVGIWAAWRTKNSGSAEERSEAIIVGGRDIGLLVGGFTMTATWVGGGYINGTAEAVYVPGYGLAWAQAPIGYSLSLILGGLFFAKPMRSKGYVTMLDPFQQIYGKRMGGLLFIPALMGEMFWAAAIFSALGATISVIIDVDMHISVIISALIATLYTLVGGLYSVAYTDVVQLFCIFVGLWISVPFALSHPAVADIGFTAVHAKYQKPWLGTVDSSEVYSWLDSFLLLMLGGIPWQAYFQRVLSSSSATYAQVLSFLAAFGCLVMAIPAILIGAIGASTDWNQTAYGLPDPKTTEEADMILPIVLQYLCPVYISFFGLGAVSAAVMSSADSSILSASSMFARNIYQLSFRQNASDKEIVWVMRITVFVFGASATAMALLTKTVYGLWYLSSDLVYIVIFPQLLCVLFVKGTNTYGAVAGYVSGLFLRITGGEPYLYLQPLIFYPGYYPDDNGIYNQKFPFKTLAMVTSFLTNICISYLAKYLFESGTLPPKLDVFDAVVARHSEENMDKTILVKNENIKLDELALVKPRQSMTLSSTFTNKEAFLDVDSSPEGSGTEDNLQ
CHT PAM = CHT positive allosteric modulators, primary screen, cell-based, membrane potential dye, choline EC20 | High affinity choline transporter 1 (Homo sapiens), Q9GZV3 | CHT-expressing cells; stronger effect = higher value; LV-AA mutant CHT in HEK293 cells | B-score at 10 µM | actives 0.49% (n = 310,000);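 active means initial fluorescence not abnormally high and integrated response B-score, plate-corrected, over 3 SD above library mean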
Starred values were filed as active, the others as inactive; i = inactive; . = no result given.

Structure	STK33 inh	CHT inh	CHT PAM
CCOC(=O)c1c(C)[nH]c(C(=O)CSc2nnc(-c3cccs3)n2Cc2ccccc2)c1C	-1.4	i	i
CCOCCn1[nH]c2ccccc2c1=O	-2.1	i	i
CC(C)C(=O)NC(=S)Nc1ccccc1F	0.0	i	i
COC(=O)CN(c1cccc(F)c1)S(C)(=O)=O	0.6	i	i
CN1C(C(=O)Nc2cccc(O)c2)=CC(c2ccco2)=NS1(=O)=O	-0.1	i	i
COc1ccc2[nH]c(=O)c(CN(C(=O)c3cccnc3)c3ccc(C)cc3)cc2c1	-2.1	i	i
Cc1cccc(NC(=O)CCN2C(=O)c3ccccc3S2(=O)=O)c1C	-0.7	i	i
O=C(Cn1c(=O)c2c(ncn2C2CCCC2)n(Cc2ccccc2)c1=O)N1CCc2ccccc21	-0.9	i	i
O=C(COC(=O)CCCC1=NS(=O)(=O)c2ccccc2N1)Nc1ccc(Br)cc1	0.3	i	i
COc1ccc(-c2[nH]ncc2CN(C)C(C)c2ccon2)c(OC)c1 (stereo not given)	-0.3	i	i
C/C(CCc1ccc2c(c1)OCO2)=N\NC(=O)c1ccc(C)cc1C	-0.6	i	i
Cc1nc2ncccn2c1-c1csc(Nc2ccc(S(N)(=O)=O)cc2)n1	2.1	i	i
CN1C(=O)C(CC(=O)N2CCN(C(c3ccccc3)c3ccccc3)CC2)N(C)C1=O (stereo not given)	-2.8	i	i
COc1ccc(CNC(=S)Nc2ccccc2-c2ccccc2)cc1	-3.3	i	i
COc1ccc(C(=O)N2CCN(C)C(C)C2)cc1OC1CCN(C(C)=O)CC1 (stereo not given)	-2.8	i	i
COc1cccc(N2CC(C(=O)NNC(=O)c3ccc(Cl)cc3)CC2=O)c1 (stereo not given)	0.4	i	i
Cc1cc(S(=O)(=O)N(Cc2ccccn2)Cc2ccco2)ccc1-n1cnnn1	-0.2	i	i
CCOC(=O)c1c(C)c(-c2ccccc2)n(CC(=O)N2CCN(C)CC2)c1C	1.3	i	i
Cc1ccccc1Cn1c(=O)n(-c2ccccc2)c(=O)c2ccc(C(=O)NCc3ccco3)cc21	0.2	i	i
COCC(=O)N(Cc1cc2cc(OC)ccc2[nH]c1=O)c1ccc(C)cc1	0.2	i	i
COC(=O)c1ccc(NC(=O)C2CC(=O)N(c3ccc(C)cc3)C2)cc1 (stereo not given)	0.2	i	i
Cc1cc(C)cc(N(CC(=O)NCc2ccccc2)C(=O)CCC(=O)Nc2ccccn2)c1	-1.1	i	i
O=C(NNC1=C(C(=O)C(F)(F)F)CCC1)c1ccccc1Cl	0.7	i	i
COC(=O)Cc1c(O)ccn(Cc2cccc(C(F)(F)F)c2)c1=O	.	i	i
CCCn1c(SCC(=O)Nc2ccccc2OC)nnc1-c1ccco1	-1.2	i	i

Of the compounds above, these contain a Cl atom.
Structure	STK33 inh	CHT inh	CHT PAM
COc1cccc(N2CC(C(=O)NNC(=O)c3ccc(Cl)cc3)CC2=O)c1 (stereo not given)	0.4	i	i
O=C(NNC1=C(C(=O)C(F)(F)F)CCC1)c1ccccc1Cl	0.7	i	i

Remaining list, next part:
Structure	STK33 inh	CHT inh	CHT PAM
CCSc1nnc(-c2ccc(Cl)cc2)c2ccccc12	-1.2	i	i
COc1ccc(C2CC(c3ccc(C)cc3)Nc3ncnn32)cc1 (stereo not given)	2.1	i	i
CC(=O)NC(c1ccc(F)cc1)c1cccnc1 (stereo not given)	-0.3	i	i
COc1ccc(Br)cc1CN(C)CC(=O)Nc1cc([N+](=O)[O-])ccc1OC	.	i	i
COc1ccccc1CCC(=O)N(C)CC(=O)Nc1ccc(Cl)c(C(F)(F)F)c1	-1.1	i	i
CCCC1=NN2C(=N)/C(=C\c3ccc(OCCOc4ccc(NC(C)=O)cc4)c(OC)c3)C(=O)N=C2S1	0.3	i	i
CS(=O)(=O)c1ccc(C(=O)Nc2ccc(-c3nc4ccccc4[nH]3)cc2)cc1	-0.5	i	i
COCCn1c(C(C)C)nc2sc3ccccc3c(=O)c2c1=O	-1.2	i	i
CCCCOCC(O)Cn1c(C)nc2ccccc21 (stereo not given)	-0.1	i	i
C#CCOCCOCCOCCNc1nc(N2CCN(C(=O)CCCCCCCCCCNC(=O)[C@H]([C@@H](C)CC)n3cc(CCCCN=C(N)N)nn3)CC2)nc(N2CCN(C(=O)CCCCCCCCCCNC(=O)[C@H](CCCCN)n3cc(C)nn3)CC2)n1	-0.7	i	6.3*
COc1ccc(CCNc2nc(C)cc(C)c2C#N)cc1OC	-1.7	i	i
CC1=NN(c2ccccc2)C(=O)/C1=C/C=C/C=C/N(C)C	6.8	i	i
C=CCC(O)(CC=C)CNC(=O)C1CCC(=O)N(CCCc2ccccc2)C1 (stereo not given)	-0.9	i	i
CC(=O)c1cccc(NC(=O)COC(=O)c2ccccc2C)c1	-0.4	i	i
COc1c(C)cc(C(=O)C2CCCN(C(=O)c3cc4nc(C)cc(C)n4n3)C2)cc1C (stereo not given)	.	i	i
COc1ccc(OC)c(Nc2cc(C)nc3ccc(C)cc23)c1	-0.1	i	i
O=C1CCc2cc(S(=O)(=O)N3CCN(c4ccccc4)CC3)cc3c2N1CCC3	-1.7	i	i
O=c1cc(-c2ccc(C3CCCCC3)cc2)[nH][nH]1	1.0	i	i
Cc1ccccc1Cn1c(=O)n(CCCC(=O)NCc2ccco2)c(=O)c2sccc21	-1.5	i	i
COc1ccccc1-n1cnc2cc(NCc3ccccn3)ccc21	0.8	i	i
CCOc1cc(-n2cnnn2)c(OCC)cc1NC(=O)c1cnccn1	0.2	i	i
CC1(C)SC(=S)N(/N=C/c2cccnc2)C1N(O)C(=O)Nc1ccccc1 (stereo not given)	0.0	i	i
N#CCSc1nc2c(cc1C#N)CCCCCC2	-0.5	i	i
Cc1ccc(OCc2csc(N)n2)cc1	-1.0	i	i
C/C(=C\C(=O)c1cccnc1)Nc1ccc(C)c(C)c1	1.2	i	i

Fetched one by one from the entries so far, 2 records:
Structure	STK33 inh	CHT inh	CHT PAM
COc1ccccc1CCC(=O)N(C)CC(=O)Nc1ccc(Cl)c(C(F)(F)F)c1	-1.1	i	i
N#CCSc1nc2c(cc1C#N)CCCCCC2	-0.5	i	i

Carrying on.
Structure	STK33 inh	CHT inh	CHT PAM
O=C(CCCc1ccccc1)Nc1ccc2c(c1)OCCO2	0.0	i	i
Cc1ccc(NC(=O)c2ccccc2-c2ccccc2C(=O)O)cc1	-2.0	i	i
CC1(C)C(=O)C2(CCCCC2)C(=O)OC1C(=O)c1ccccc1 (stereo not given)	-0.7	i	i
Cc1cc(C)c(C(=O)/C=C/c2ccc3c(c2)OCO3)c(=O)[nH]1	-3.2	i	i
O=C(OCc1nnc(-c2ccccc2)o1)c1ccc(S(=O)(=O)NCc2ccco2)cc1	-1.8	i	i
Cn1ncc([N+](=O)[O-])c1C(=O)Nc1ccc(-c2ccccc2)cc1	-1.0	i	i
COc1ccc(NC(=O)CN(C)C(=O)c2cc(-c3ccccc3)nc3ccccc23)cc1	-0.5	i	i
COC(=O)CCC(=O)N1CN2CN(C(=O)CCC(=O)OC)CC([N+](=O)[O-])(C2)C1	0.1	i	i
O=c1c2cccc3c2c(nn1CN1CCOCC1)-c1ccccc1-3	14	i	i
COc1ccc(N(C(=O)CNC(=O)c2cccs2)C(C(=O)NCC2CCCO2)c2ccccc2)cc1 (stereo not given)	-0.8	i	i
O=C(Nc1cc2c3c(c1)CC(=O)N3CCC2)C1CCCCC1	1.5	i	i
CC(C)CCOc1ccc(C2(C)NC(=O)NC2=O)cc1 (stereo not given)	1.2	i	i
COc1ccccc1C(=O)Nc1ccc(S(=O)(=O)N2CCN(C)CC2)cc1	3.3	i	i
O=C(NC1CCCC1)C(c1cccnc1)N(C(=O)c1csnn1)c1ccccc1 (stereo not given)	-2.0	i	i
COc1ccc(CCNC(=O)CNCC2CCCCC2)cc1OC	-1.3	i	i
Cc1n(N)c2ccccc2[n+]1CC(=O)c1ccccc1	-2.1	i	i
CCC[C@@H]1CCCO[C@@](C(=O)NCc2ccc(S(C)(=O)=O)cc2)(C(F)(F)F)C1	-1.3	i	i
O=C(Nc1nccs1)c1ccc(F)c(S(=O)(=O)N2CCOCC2)c1	0.6	i	i
O=C(NC1=NCCS1)c1ccncc1	-1.2	i	i
CC(C)(C)NC(=O)COC(=O)CNC(=O)c1cc(Cl)cc([N+](=O)[O-])c1	-0.4	i	i
CCc1ccc(NC(=O)C(=O)N/N=C(\C)CC(=O)NCc2ccc(Cl)cc2)cc1	-0.8	i	i
O=C(NC(=S)N1CCN(c2ccc([N+](=O)[O-])cc2)CC1)c1ccccc1	-0.8	i	i
Cc1nn(CC(=O)NCc2cccc3ccccc23)c(=O)c2ccccc12	0.3	i	i
COc1cccc(N2CCN(c3nc(C)cc(C)c3C#N)CC2)c1	0.0	i	i
CCc1cccc(OCCCN2C(=O)NC(C)(C)C2=O)c1	-1.4	i	i

Results in CHT inh and CHT PAM, for 4 of the compounds above:
canonical_smiles	CHT inh	CHT PAM
O=C(NC(=S)N1CCN(c2ccc([N+](=O)[O-])cc2)CC1)c1ccccc1	i	i
Cc1nn(CC(=O)NCc2cccc3ccccc23)c(=O)c2ccccc12	i	i
COc1cccc(N2CCN(c3nc(C)cc(C)c3C#N)CC2)c1	i	i
CCc1cccc(OCCCN2C(=O)NC(C)(C)C2=O)c1	i	i

New compounds follow
Structure	STK33 inh	CHT inh	CHT PAM
CCn1cc(CCC(=O)O)c(C)n1	-2.0	i	i
Cc1cc(C(=O)N/N=C/C=C/c2ccccc2)c(C)o1	0.8	i	i
COc1ccc(-c2cc3ccc(OC(C)C(=O)O)cc3oc2=O)cc1 (stereo not given)	-1.6	i	i
COc1ccc(C(=O)CC(Nc2ccc([N+](=O)[O-])cc2)c2ccc(Cl)cc2)cc1 (stereo not given)	-1.0	i	i
Cc1cccc2cc3c(NC(=O)C(C)(C)C)nn(CC(C)C)c3nc12	0.6	i	i
O=C1NCCCC1C(=O)NCCNC(=O)C(F)(F)F (stereo not given)	0.7	i	i
O=C(CN1CCCCCC1)Nc1ccccc1	-0.9	i	i
O=C1CN(S(=O)(=O)c2cc(C(=O)O)ccc2Cl)c2ccccc2N1	-2.1	i	i
COc1ccc(N2C(=O)c3cccc4c(N(C)CCO)ccc(c34)C2=O)cc1	-1.2	i	i
CCCCc1cc(=O)oc2cc(OCc3nn[nH]n3)ccc12	0.3	i	i
NNC1=N[C@H]2CS(=O)(=O)C[C@H]2S1	-1.5	i	i
Cn1c(=O)c2c(nc(N3CCCCCC3)n2CC(=O)c2ccc(Br)cc2)n(C)c1=O	-1.9	i	i
Cc1ccc[n+](-c2[nH]c(=O)sc2/C=N/N=C(\[O-])CCn2c3ccccc3c3ccccc32)c1	-1.0	i	i
CCN(CC)C(=O)COc1ccc(N(C)S(=O)(=O)c2ccc(NC(C)=O)cc2)cc1	0.8	i	i
COc1ccccc1OCC(=O)N/N=C1/C=C(C)CC1	-0.5	i	i
O=C(COc1ccccc1)Nc1c2c(nn1-c1ccc(F)cc1)CS(=O)(=O)C2	-1.6	i	i
Cc1ccc(S(=O)(=O)/N=C(\c2ccccc2)N(C)S(=O)(=O)c2ccccc2)cc1	-0.1	i	i
COc1ccc(CN2CCN(C(=O)c3ccccc3F)CC2)c(OC)c1OC	-0.8	i	i
O=C(O)c1ccc(CS(=O)c2cccc(C(F)(F)F)c2)o1 (stereo not given)	1.0	i	i
O=C(CCC(=O)c1ccc(Br)cc1)Nc1cccnc1	-0.7	i	i
CCCN(CCC)CCNC(=S)Nc1ccc2nc3n(c(=O)c2c1)CCCCC3	-0.8	i	i
CC(C)C(=O)NCCc1nc2ccccc2n1CCOc1ccccc1	-0.8	i	i
CC(C)C(NC(=O)OCc1ccccc1)C(=O)O (stereo not given)	-2.4	i	i
O=c1c2cc(-c3ccccc3)sc2nc2n1N=C(c1cccs1)CS2	-1.1	i	i
COc1ccccc1/C=C1\NC(=S)N(CC2CCCO2)C1=O (stereo not given)	-2.4	i	i

(cont.)
Structure	STK33 inh	CHT inh	CHT PAM
O=C(O)c1ccc(/C=N/NC(=O)c2ccc(NS(=O)(=O)c3cccs3)cc2)cc1	1.0	i	i
O=C(CSc1nc2scc(-c3ccccc3)c2c(=O)[nH]1)NCCc1ccccc1	-1.5	i	i
N#Cc1ccccc1CSc1nc2ccsc2c(=O)n1Cc1ccccn1	-0.2	i	i
COc1ccc(OCCCC(=O)OC(C)C(=O)Nc2ccc(C)cc2)cc1 (stereo not given)	-1.1	i	i
COc1ccc(-c2cc(C(=O)NCCN3CCOCC3)c3ccccc3n2)cc1OC	-2.3	i	i
Cc1ccc(N(C)C(=O)N2CCN(c3ccccn3)CC2)cc1	-0.2	i	i
Oc1c(Br)cc(Cl)cc1C=Nc1ccc(N2CCOCC2)cc1	-1.2	i	i
c1ccc(N=P(c2nc3ccccc3o2)(N2CCOCC2)N2CCOCC2)cc1	-0.6	i	i
CCN(CC)S(=O)(=O)c1ccc(C)c(NC(=O)c2cc(C)oc2C)c1	-0.9	i	i
O=C(c1ccccc1F)N1CCN(Cc2nc3sc4c(c3c(=O)[nH]2)CCCC4)CC1	-0.9	i	i
CCOC(=O)c1c(C)[nH]c(C)c1C(=O)COC(=O)c1c(OC)cccc1OC	-0.7	i	i

Compounds as they come. Share with any hit: about 1.5%.
